PAX8 reporter: PAX8 transcriptional activity inhibition | inhibition, % at 12.6 µM | hit rate 1.2% among 360,000 | RMG-I TPO-luciferase reporter, SteadyGlo, 24 h;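 active = mean replicate inhibition at least 60% with every replicate also reaching 60%; inconclusive = only one of the two criteria is met; inactive = mean below 60% and not all replicates reaching 60%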;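 also: luciferase light reporting Pax8 driven TPO promoter activity; plate controls were median of neutral control wells for no effect and mitoxantrone controls for full effect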
EWS-Fli inh: inhibitors of EWS/Fli oncoprotein transcriptional activity | A673 NR0B1-luciferase reporter, viability-normalised | inhibition, % at 12.6 µM | hit rate 0.67% among 350,000 | AID 651661;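 active = mean inhibition of at least 50% after viability correction, with every replicate also passing that limit; inconclusive = mean reaches 50% but only one of two replicates passes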;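 also: firefly luciferase signal divided by Alamar Blue viability fluorescence both relative to DMSO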
GSIS activator: GLuc luminescence reporter in INS-1E cells, primary screen for activators of glucose-dependent secretion of insulin | INS-1E GLuc reporter insulin secretion, 2-3 h | activation, % at 16.6 µM | hit rate 0.61% among 370,000;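 active = lowest replicate activation of at least 40%, so every replicate reaches that level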;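 also: 0% = median of neutral control wells and 100% = median of IBMX positive control wells; some compounds called inactive have numbers as strong as hits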
F508del corr: correctors of CFTR F508del function in bronchial epithelial cells; hit rate 0.36% among 350,000; CFBE cells, YFP halide quenching; stimulated with forskolin plus potentiator P3; % fluorescence drop versus neutral controls; AID 720511; activity (quench increase), % at 7.58 µM;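 active = mean added fluorescence quench of at least 8% versus neutral control, with both replicates also reaching 8%; inconclusive = only one of the mean or replicate conditions met; inactive = mean below 8% and not both replicates reaching 8%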;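 also: cells transiently co-express mutant CFTR-F508del with the halide-sensitive YFP; corrector assay measuring rescue of mutant channel to the surface after 24 h compound exposure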
FN deposit inh: fibronectin deposition inhibition. AH1F fibroblasts, Alexa488-fibronectin deposition fluorescence, overnight. inhibition, % at 12.6 µM. hit rate 0.086% among 350,000. AID 743247;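 active = mean inhibition across replicates of 30% or more, regardless of how many single replicates reach that level; inconclusive = mean under 30% yet at least half of replicates reach 30%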;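 also: positive control wells lacked labelled fibronectin entirely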
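Test system: AH1F fibroblast monolayer depositing Alexa488-labelled fibronectin into matrix. Input: 10000 cells per well. Technique: fluorescence, ex 485 nm, em 525 nm. Buffer or medium: DMEM plus 2% serum, read in PBS. Timing: 1 h cell adhesion before compound, then overnight fibronectin incubation. Compound: single dose, pinned. Read-out basis: inhibition from reduced deposited-fibronectin fluorescence.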
miR122 inh: inhibitors of miR-122 in Huh7 cells | Huh7 miR-122 Renilla luciferase sensor, 48 h; neutral wells = 0, positive control = 100 | activation (reporter increase), % at 12.5 µM | hit rate 0.3% among 340,000;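 active = mean replicate activation score at least 90 and every replicate individually at or above 90; inconclusive = only one of the two criteria met; inactive = neither criterion met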;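 also: higher luciferase means less miR-122 activity so hits act as miR-122 inhibitors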
DENV2 CPE: DENV2-induced cell death inhibition | hit rate 1.7% among 350,000 | CPE inhibition, % at 9.99 µM | DENV2-infected cells, cytopathic effect rescue, plate reader | AID 651640; in the data active = CPE inhibition above about 20%, passing the limit was not always enough; inconclusive = no clear call, values can overlap the other calls; tested in BHK-21 cells;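 also: 0% = median of neutral control wells and 100% = median of positive control wells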
* = called active by the depositor; ? = inconclusive; / = not tested or not shown; [ ] = remark or other dose.

SMILES	PAX8 reporter	EWS-Fli inh	GSIS activator	F508del corr	FN deposit inh	miR122 inh	DENV2 CPE
CC(C)CN(C(=O)CCC(=O)OCc1ccc(Cl)cc1Cl)c1c(N)n(CC(C)C)c(=O)[nH]c1=O	5	7	-37	0.7	/	-3	-7
CCO[C@H]1OC(C(N)=O)=C[C@@H](C)[C@@H]1CCCO	-3	-10	-3	0.7	-17	-1	?
COc1cccc(CN2[C@@H](CO)[C@@H]3c4ccccc4N(C(=O)CC(F)(F)F)C[C@@H]32)c1	6	6	-6	-2.7	/	28[16.7 µM]	?
CN1CCN(c2ncnc3c2cnn3-c2ccc(Cl)cc2)CC1	-102	24	/	-0.1	-3	5	14
COc1cc2[nH]c3c(Cl)ncnc3c2cc1OC	-47	/	54*	/	7	-6	/
O=[N+]([O-])c1ccc(/C=N/Nc2ncccc2[N+](=O)[O-])s1	-3	-66	6	-1.5	-9	/	-3
O=C(NCc1cccs1)c1ccc2nc([C@@H]3O[C@H](CO)[C@H](O)[C@H](O)[C@H]3O)[nH]c2c1	-1	-1	12	-0.3	9	3	-3
COc1ccc(S(=O)(=O)Nc2ccc3c(c2)C(=O)N([C@H](C)CO)C[C@H](C)[C@@H](CN(C)S(=O)(=O)c2c(C)noc2C)OCCCC[C@@H](C)O3)cc1	-2	-15	-4	-0.6	-4	1[16.7 µM]	-2
CNc1nc(N)c(C(=O)C23CC4CC(CC(C4)C2)C3)s1	12	7	-3	-0.8	-1	-6	-8
O=C1c2ccccc2CCC12N=NCC2c1ccccc1 (configuration not stated)	-18	/	/	/	5	6	/

Records above shown as hits in GSIS activator.
molecule	GSIS activator	F508del corr	miR122 inh
COc1cc2[nH]c3c(Cl)ncnc3c2cc1OC	54*	/	-6

(listing goes on)
SMILES	PAX8 reporter	EWS-Fli inh	GSIS activator	F508del corr	FN deposit inh	miR122 inh	DENV2 CPE
Cc1ccc(C(O)c2ncc(-c3ccc4ccccc4c3)[nH]2)c(C)c1 (configuration not stated)	-19	-3	-35	-1.8	1	/	4
COc1ccc(S(=O)(=O)Nc2cccc3c2O[C@H](CN(C)S(=O)(=O)c2ccc(OC)cc2)[C@H](C)CN([C@@H](C)CO)C3=O)cc1	15	/	-14	1.1	/	/	/
C#CCOCCOCCOCCNc1nc(N2CCN(C(=O)[C@H](CCCCN)n3cc([C@@H](N)[C@H](C)CC)nn3)CC2)nc(N2CCN(C(=O)[C@H](CCCCN)n3cc([C@@H](N)CC(N)=O)nn3)CC2)n1	3	-2	23	2.3	-2	-2	6
CCC(=O)N(C)C[C@@H]1Oc2cc(C3=CCCCC3)ccc2S(=O)(=O)N([C@H](C)CO)C[C@@H]1C	/	-10	7	6.7	/	3[16.7 µM]	/
Cc1ccccc1S(=O)(=O)N1[C@H](C#N)[C@H](c2ccc(-c3ccccc3)cc2)[C@@H]1CO	-11	4	-13	2.5	-1	/	4
O=C(CCc1nc2ccccc2[nH]1)Nc1ccccc1F	-7	3	/	-0.7	-9	1	-7
Cc1cccc(C)c1NC(=O)CNC(=O)C(C)N(C)CC(=O)Nc1ccc(F)cc1 (configuration not stated)	7	4	12	1.9	-4	-4	9
COc1ccc(NC(=O)CCS(=O)(=O)c2ccc(Cl)cc2)cc1	-6	-8	11	-0.1	4	-9	-5
Cc1ccc(-n2nc(C(=O)c3ccccc3)n3c(=O)c(Cc4ccccc4)nnc23)cc1	41	/	/	/	1	-7	/
C[C@@H]1CN([C@H](C)CO)C(=O)c2cc(NC(=O)NC3CCCCC3)ccc2O[C@@H](C)CCCCO[C@@H]1CN(C)C(=O)Nc1ccc(F)cc1	13	27	3	1.1	/	/	8
CC(C)OC(=O)c1c(NC(=O)Cn2cnc([N+](=O)[O-])n2)sc2c1CCCC2	13	/	-15	/	6	-17	/
CCOc1ccc(OCC(=O)Nc2ccccc2N2CCCC2)cc1	35	-3	-58	2.4	2	/	3
O=C(CCN1CCOCC1)NNC(=O)c1ccc(Cl)c([N+](=O)[O-])c1	/	15	-6	4.3	-3	-11	3
CC(=O)Nc1ccc(C(=O)CN2C(=O)NC3(CCCCCC3)C2=O)c(F)c1	-16	-5	/	-3.5	/	1	-7
COC(=O)C(CC#Cc1ccc2c(c1)[C@]1(C(=O)N2)[C@H](c2ccc(O)cc2)N2[C@H](c3ccccc3)[C@H](c3ccccc3)OC(=O)[C@H]2[C@@H]1C(=O)N1CCCCCCC1)C(=O)OC	-6	-7	/	-2.0	/	/	13
C[C@@H]1CN([C@H](C)CO)C(=O)c2cccc(NC(=O)Nc3ccccc3)c2O[C@H]1CN(C)S(=O)(=O)c1ccc(Cl)cc1	-1	-2	5	-0.7	/	-2[16.7 µM]	10
COC(=O)c1sccc1NC(=S)N1CCC(C(N)=O)CC1	9	8	10	-0.7	7	-3	-3
CCN(c1ccccc1)S(=O)(=O)c1ccc(C(=O)N(CCCN(C)C)c2nc3c(C)cccc3s2)cc1	12	23	-15	2.5	13	-3	5
CC1(NC(=O)Nc2cccc(Br)c2)CCS(=O)(=O)C1 (configuration not stated)	-1	0	-3	0.0	/	-3	-8
Cc1cccc(NC(=O)CNC(=O)COc2ccc(C(=O)c3ccc(F)cc3)cc2)c1C	18	/	0	/	12	/	/
N#Cc1ccc(N2CCN(C(=O)c3cccs3)CC2)c(F)c1	-57	-7	3	0.1	-1	2	11
CCOc1ccc2nc3c(cc2c1)CN(CCOC)C(=NCCOC)S3	2	/	/	/	-1	-7	/
COc1ccc(N2CCN(C(=O)COC(=O)CCOc3ccccc3C)CC2)cc1	-8	0	-10	1.4	-8	-1	-2
CSc1ccc(/C=C(\NC(=O)c2ccc(C)cc2)C(=O)Nc2cccc(C)c2)cc1	6	/	-2	/	1	-3	/
O=C(O)CNC(=S)N(Cc1ccccc1Cl)C1CCCC1	7	4	-9	3.7	25	/	15
CC1=C(C(=O)OCc2ccccc2)C(c2cccc(Cl)c2Cl)NC(=O)N1CCCCCC(=O)O (configuration not stated)	-7	14	-16	0.9	12	3	-3
CCCCC(=O)N(C)c1c(C)nc2ccc(C(=O)N(C)Cc3ccco3)cn12	-3	-3	/	0.4	0	-5	?
CCC(=O)N(C)C[C@H]1Oc2cc(C#Cc3ccncc3)ccc2S(=O)(=O)N([C@@H](C)CO)C[C@@H]1C	/	2	-28	-1.6	/	10[16.7 µM]	-6
COc1ccccc1C(=O)N1CC(=O)Nc2ccc(F)cc2C1c1ccccc1 (configuration not stated)	-8	4	8	1.2	-2	/	-1
COc1ccc(C2CC(c3cccc(Cl)c3)n3nc(N)nc3N2)cc1 (configuration not stated)	7	2	78	-0.9	-8	/	-6
O=C(COC(=O)c1ccc(S(=O)(=O)N2CCOCC2)cc1)NC1CCCCCCC1	-9	-10	-13	0.3	7	-2	19
CCCCNC(=O)C(NC(=O)c1cnc(C)cn1)C(=O)c1ccccc1 (configuration not stated)	-10	-15	17	-1.0	6	/	-8
CN1C(=O)c2cc(NC(=O)Nc3ccccc3Cl)ccc2OC[C@@H]2O[C@H](CC(=O)NCCCN3CCOCC3)CC[C@@H]21	0	3	-8	/	0	/	5
CN(CCOc1ccc(Br)cc1)CC(O)COc1ccc(C#N)cc1 (configuration not stated)	2	13	-25	-0.2	-3	/	3
O=C(CSc1ccccc1)N1CCCC(N2CCN(c3ccc(F)cc3)CC2)C1 (configuration not stated)	18	/	-22	-1.2	12	/	3
CC(=O)NC[C@@H]1[C@H](c2ccc(-c3ccccc3)cc2)[C@@H](CO)N1C(=O)C1CC1	8	4	4	2.1	1	-12[16.7 µM]	3
Cc1ccc(-c2cnc(N)n2C)cc1C	-8	/	/	/	-7	2	/
CC(C)CC(C(=O)NC(C)(C)C)N(CC1CCCO1)C(=O)c1snc(C(N)=O)c1N (configuration not stated)	4	-2	10	1.9	2	/	-2
COc1ccc([C@H]2N[C@]3(CCCN(Cc4ccc(C)cc4)C3=O)[C@H]3C(=O)N(C)C(=O)[C@@H]23)cc1	-53	-3	0	-1.6	2	3	5
COc1cccc(C(=O)CC(=O)C(=O)Nc2cccc([N+](=O)[O-])c2C)c1	33	19	16	-1.1	5	/	-5

Quoted at random: two records from the list.
SMILES	PAX8 reporter	EWS-Fli inh	GSIS activator	F508del corr	FN deposit inh	miR122 inh	DENV2 CPE
CC(=O)NC[C@@H]1[C@H](c2ccc(-c3ccccc3)cc2)[C@@H](CO)N1C(=O)C1CC1	8	4	4	2.1	1	-12[16.7 µM]	3
CN1C(=O)c2cc(NC(=O)Nc3ccccc3Cl)ccc2OC[C@@H]2O[C@H](CC(=O)NCCCN3CCOCC3)CC[C@@H]21	0	3	-8	/	0	/	5

Further results:
SMILES	PAX8 reporter	EWS-Fli inh	GSIS activator	F508del corr	FN deposit inh	miR122 inh	DENV2 CPE
CC1CCC(C(C)C)C(OCC(O)CN2CCCC(C)C2)C1 (configuration not stated)	9	7	-1	0.3	-12	/	4
Cc1c(NC(=O)C(C)OC(=O)CCC2CCCC2)c(=O)n(-c2ccccc2)n1C (configuration not stated)	3	-6	-8	-2.2	-3	-17	0
CN1CCCCN2[C@@H](CO)[C@H](c3ccc(C#CC4(O)CCCC4)cc3)[C@@H]2C1	-20	-5	21	-2.6	/	5[16.7 µM]	2
CCOc1ccc(CC(=O)NCCS(=O)(=O)N2CCN(c3ccccc3)CC2)cc1	0	2	0	-2.0	0	/	-6
C[C@H](CO)N1C[C@H](C)[C@H](CN(C)C(=O)NC2CCCCC2)Oc2ccc(NC(=O)Nc3ccc(F)cc3)cc2CC1=O	-8	-6	-8	0.2	/	-5[16.7 µM]	11
COc1ccc(OC)c(NC(=O)CSc2nc3n[nH]c(C)c3c(=N)n2-c2cccc(Cl)c2C)c1	42	/	6	1.6	13	/	-8
COCc1cc(N2CCNC[C@H]2C)ccc1N1CCN(Cc2ccccc2)[C@H](C)C1	-16	0	/	-0.8	-19	/	-6
CCOC(=O)c1csc(NC(=O)c2ccc(N3C(=O)CCC3=O)cc2)n1	-12	-15	/	1.2	9	3	6
Cc1ccc(-c2ccc3c(c2)O[C@@H](CN(C)C(=O)Nc2ccc(C(F)(F)F)cc2)[C@@H](C)CN([C@H](C)CO)S3(=O)=O)cc1	/	22	-8	1.3	9	1[16.7 µM]	11
CCCCNC(=O)C1Cc2cc(S(=O)(=O)N3CCCCC3)ccc2N1C(C)=O (configuration not stated)	12	1	1	-1.2	-10	3	-5
CC1CN(CCOc2ccc([N+](=O)[O-])cc2)CC(C)O1 (configuration not stated)	-13	/	-1	/	-6	1	/
CN(C)S(=O)(=O)c1ccc(C(=O)NCC(=O)N/N=C/c2ccccc2Cl)cc1	20	-11	7	-2.1	11	/	-3
COc1ccc(N(CC(=O)Nc2cccnc2)S(=O)(=O)c2ccc(C)cc2)cc1Cl	-4	-30	-13	-1.0	1	/	2
O=C(Nc1ccc2nccnc2c1)c1cnccn1	-76	/	/	/	-2	-5	/
C/C(=N/OC(=O)c1c(-c2ccccc2Cl)noc1C)c1cnccn1	-3	-2	13	2.5	/	/	-5
C[C@H]1CN([C@@H](C)CO)C(=O)Cc2cc(NC(=O)C3CC3)ccc2O[C@@H]1CN(C)Cc1ccc(C(=O)O)cc1	/	0	23	0.1	-5	1[16.7 µM]	-6
Cc1nonc1C1CCCN1Cc1nc(-c2ccc(F)cc2F)oc1C (configuration not stated)	14	0	-16	0.8	3	2	?
COc1ccc(OCc2cc(/C=N\NC(=O)c3ccccc3)ccc2OC)cc1	15	/	6	2.6	/	5	13
COc1ccc(C)cc1NC(=O)C(OC(=O)c1cnccn1)c1ccccc1 (configuration not stated)	-1	3	10	0.0	-1	/	-2
CC(=O)c1cc2cccc(OC3(C)CCN(Cc4ccc(-c5ccccn5)cc4)C3)c2o1 (configuration not stated)	-8	4	-2	0.8	-3	-7	?
CN(C[C@@H]1N[C@H](CO)[C@@H]1c1ccc(-c2ccccc2)cc1)C(=O)C1CCC1	/	-3	4	0.9	3	/	-4
CCOC(=O)c1cn(Cc2ccccc2)nc1-c1ccccc1	-36	6	-1	1.2	6	/	-4
